# TrxR1 substrate: rat thioredoxin reductase 1 substrate activity | O89049 | purified TrxR1 substrate turnover, NADPH consumption readout | Potency, µM (series often up to 114 µM), for inactives: at the highest dose activity change, negative = substrate turnover | 390,000 tested, 0.01% active; further: potency means the concentration at half of the fitted maximal effect; on the % scale 0 is the no-effect control and ±100 the full control effect; nearly all actives have a fitted effect of over 50% in size
# Target sequence (O89049 whole entry, looked up): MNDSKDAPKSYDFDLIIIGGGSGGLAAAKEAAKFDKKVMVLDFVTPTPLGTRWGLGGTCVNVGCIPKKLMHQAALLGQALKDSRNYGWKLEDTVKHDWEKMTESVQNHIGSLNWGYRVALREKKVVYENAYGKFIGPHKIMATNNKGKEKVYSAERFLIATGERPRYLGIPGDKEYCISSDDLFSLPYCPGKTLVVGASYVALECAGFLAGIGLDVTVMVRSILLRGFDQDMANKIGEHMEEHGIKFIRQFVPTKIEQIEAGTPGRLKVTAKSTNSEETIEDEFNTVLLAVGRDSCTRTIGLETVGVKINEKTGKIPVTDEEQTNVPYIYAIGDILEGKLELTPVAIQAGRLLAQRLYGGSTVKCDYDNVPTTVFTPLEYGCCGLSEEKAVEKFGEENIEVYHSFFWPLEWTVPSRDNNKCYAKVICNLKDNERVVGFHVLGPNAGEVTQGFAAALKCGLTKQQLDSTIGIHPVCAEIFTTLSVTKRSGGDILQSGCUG
#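 Rat TrxR1, dispensed at 90 nM, was prereduced with 400 uM NADPH (final) for 5 min at ~22 deg C, then incubated with compound 15 min before 400 uM selenite. A first-read NADPH fluorescence drop versus no-compound background flagged substrates.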
# PI4K2A inh: inhibitors of human PI4K2A; Q9BTU6; 420,000 tested, 0.13% active; activity change, negative = inhibition, % at 76.9 µM; purified PI4K2A, ADP-Glo luminescence, 1 h; stronger effect = lower value; AID 1346378; in the data active means activity change below about -50%; inconclusive means mostly about -30% to -49%;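 further: -100% = wells without enzyme as full effect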
#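 Compounds are screened against recombinant PI4K2A using PI as substrate and ATP, the latter dispensed at 300 microM. Reactions run one hour at ambient temperature before ADP-Glo detection; full inhibition defined by wells lacking enzyme.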
# RXFP1 agonist: agonists of human relaxin receptor RXFP1 | HEK293T-RXFP1 cAMP TR-FRET, 30 min; response scale: percent of porcine relaxin response, buffer zero | AID 2676 | Q9HBX9 | 370,000 tested, 0.3% active | Potency, µM (top dose mostly 57.5 µM), inactives show top-dose activation, actives largely listed as activators; further: potency means the concentration at half of the fitted maximal effect; on the % scale 0 is the no-effect control and ±100 the full control effect; nearly all actives have a fitted effect of over 60% in size; many of its hits are not listed in these tables
#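 HEK293 cells stably expressing RXFP1, treated 30 min at 37C with compounds plus PDE4 inhibitor Ro 20174; cAMP measured by HTRF TR-FRET. Normalized to buffer and 29 nM porcine relaxin; EC50 by Hill fit.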
# USP1-UAF1 inh: inhibitors of human USP1/UAF1 deubiquitinase; O94782; recombinant USP1/UAF1, Ub-Rhodamine cleavage fluorescence; Potency, µM (top dose mostly 57.1 µM), inactives show at the top dose activity change, negative = inhibition, usual class: inhibitors; 390,000 tested, 0.23% active; AID 743255; further: potency means the concentration at half of the fitted maximal effect; on the % scale 0 is the no-effect control and ±100 the full control effect; nearly all actives have a fitted effect of over 60% in size; inactives centre near -12
#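 Step one: compound is pinned into 1nM USP1/UAF1 in HEPES pH 7.8 buffer with TCEP. Step two: 15 min room-temperature incubation. Step three: Ub-Rho (150nM final) starts cleavage, tracked by fluorescence over six one-minute reads.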
# Glioma ERSR ind: inducers of ER stress response in human glioma cells. U87-MG GRP78 promoter luciferase reporter, 16 h. Potency, µM, inactives show at the top dose activation, most hits filed as activators. 420,000 tested, 0.02% active. AID 602332; further: potency means the concentration at half of the fitted maximal effect; series mostly up to about 76 µM; % of control where 0% means no effect; nearly all actives have a fitted effect of over 35% in size
#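 Stably transfected U87-MG glioma cells carrying a GRP78-based luciferase sensor; 16 h compound incubation. Luminescence end-point read 10 min after Bright-Glo addition at room temperature.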
# IDH1 R132H inh: blocks human mutant IDH1 R132H enzyme; O75874; IDH1-R132H enzyme, NADPH consumption, diaphorase/resazurin fluorescence; Potency, µM (doses to about 76.6 µM), inactives show at the highest dose activity change, negative = inhibition, most hits filed as inhibitors; 390,000 tested, 0.093% active; further: potency means the concentration at half of the fitted maximal effect; on the % scale 0 is the no-effect control and ±100 the full control effect; nearly all actives have a fitted effect of over 65% in size
# Target sequence (O75874 whole entry R132H, stated change not applied): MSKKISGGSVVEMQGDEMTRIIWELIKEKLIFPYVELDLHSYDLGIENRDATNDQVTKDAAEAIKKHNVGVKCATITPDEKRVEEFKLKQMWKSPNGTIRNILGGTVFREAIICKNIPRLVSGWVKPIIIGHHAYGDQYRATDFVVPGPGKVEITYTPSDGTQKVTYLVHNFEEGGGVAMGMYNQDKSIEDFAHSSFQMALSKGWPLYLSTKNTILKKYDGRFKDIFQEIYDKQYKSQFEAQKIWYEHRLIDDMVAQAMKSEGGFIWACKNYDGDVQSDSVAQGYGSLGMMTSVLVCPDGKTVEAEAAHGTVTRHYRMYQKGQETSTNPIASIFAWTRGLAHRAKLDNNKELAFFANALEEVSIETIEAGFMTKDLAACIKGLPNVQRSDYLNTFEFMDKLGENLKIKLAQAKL
#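 IDH1-R132H (0.5 ug/mL) preincubated 30 min with compound, then NADPH (0.016 mM) and alpha-KG (2 mM) added; 80 min at RT, pH 7.5. Remaining NADPH coupled via diaphorase/resazurin to fluorescence (540/590 nm); concentration-response curves normalized to no-enzyme control.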
# LDHA block: LDHA (human) enzyme inhibition; 480,000 tested, 0.15% active; activity change, % (values are at about 110 or 230 µM); AID 1347041; purified LDHA, NADH/diaphorase-resazurin fluorescence; stronger effect = lower value; P00338; in the data active means activity change below about -30%; inconclusive means mostly about -25% to -30%;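 further: plate controls were DMSO wells for no effect and wells without enzyme for full effect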
#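 Human LDH5 at 2 nM final in Tris HCl pH 7.4 with 0.06 mM NADH and 0.2 mM pyruvate, reacted 5 minutes at room temperature. Remaining NADH coupled via diaphorase/resazurin; resorufin fluorescence read at 0 and 20 minutes, normalized to enzyme-free and DMSO wells.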
# Vif-APOBEC3F blk: Vif-A3F binding inhibition; HeLa A3F-eYFP + Vif (tagged APOBEC3F with the HIV-1 protein that degrades it), YFP fluorescence increase; Potency, µM (top dose mostly 46.1 µM), inactives show at the top dose activity, negative = active; 390,000 tested, 0.2% active; AID 602313; further: potency means the concentration at half of the fitted maximal effect; % of control where 0% means no effect; nearly all actives have a fitted effect of over 65% in size
#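 HeLa cells stably expressing A3F-eYFP plus Vif, plated and incubated overnight at 37 deg C, then exposed to compounds overnight at 37 deg C. Blocked degradation read as raised yellow fluorescence (Ex 488/Em 500-530).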
# Vif-A3G inh: blocks the Vif interaction with human APOBEC3G | HeLa A3G-eYFP + Vif (tagged APOBEC3G with the HIV-1 protein that degrades it), YFP fluorescence, overnight | Potency, µM (doses to about 46.1 µM), without a hit: top-dose activity, negative = active, usual class: inhibitors | 410,000 tested, 0.076% active;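 further: potency means the concentration at half of the fitted maximal effect; on the % scale 0 is the no-effect control and ±100 the full control effect; nearly all actives have a fitted effect of over 60% in size; hits raise eYFP signal because A3G escapes Vif-driven loss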
#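 HeLa cells stably expressing Vif and C-terminally eYFP-tagged A3G, seeded overnight at 37 deg C, then exposed to compound by pintool overnight at 37 deg C. Rise in yellow fluorescence (Ex 488/Em 500-530, Acumen) marks blocked Vif-driven A3G degradation.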
# * hit, by the source's call; ? = inconclusive; . = not tested or not shown; & = joins results of further samples; [ ] = dose if it differs, or a comment. Unless noted, the call rests on the fitted dose curve; in most records, active means well fitted curve in the direction sought with a large enough effect; inconclusive means small, poorly fitted or top-dose-only effect, or another doubt; inactive means no such curve, though single readings can be large; an effect the other way counts as inactive or inconclusive. This is a subset (hit frequency here may not be typical).
SMILES,TrxR1 substrate,PI4K2A inh,RXFP1 agonist,USP1-UAF1 inh,Glioma ERSR ind,IDH1 R132H inh,LDHA block,Vif-APOBEC3F blk,Vif-A3G inh
Cc1cccc(NC(=O)[C@H](Cc2ccccc2)NC(=O)OCc2ccccc2)c1,-12.2%,-3.2,-5.9%,-19.7%,-1.6%,0.4%,-6.5,4.1%,0.5%
Cc1cc(C)c(C(=O)COC(=O)CCn2c(C)csc2=O)cc1C,1.1%[57.1 µM],3.3,-0.4%,-16.7%,4.7%,8.0%,0.0,-4.6%,-0.8%
CCOc1cc(/C=C2\CCCC(C(=O)C(F)(F)F)=C2O)ccc1O,-11.6%,0.6,0.4%,?,13.2%,-7.2%,6.4,-13.9%,-13.5%
CCCCCCN1C[C@H](n2cc(C3CC3)nn2)[C@@H](O)C[C@@H]1c1ccccc1,.,5.5,.,-17.7%,-12.2%,-17.4%,5.0,-9.5%,-13.6%
COC(=O)c1ccc(NC(=O)CNC(=O)c2sc3ccccc3c2Cl)cc1,-0.7%,-1.5,6.7%,-0.6%,0.7%,-21.2%,-3.0,-16.9%,-0.8%
O=C1CSc2ccc(C(=O)N3CCN(c4ccccn4)CC3)cc2N1,-6.2%,3.2,1.9%,2.0%,-3.4%,7.3%,-9.1,-3.6%,-7.1%
O=C(Nc1ccccc1N1CCOCC1)c1cccs1,0.9%,0.1,-1.7%,-16.3%,-2.6%,2.5%,-7.5,-4.5%,0.4%
CC(OC(=O)/C=C/c1ccccc1)C(=O)Nc1cccc(C#N)c1 (stereo not drawn),-12.2%,1.4,0.9%,-14.8%,-4.5%,1.8%,-2.3,-7.1%,?
CC(C)(C)C(=O)N1CCN(c2ncccc2C(F)(F)F)CC1,0.3%,0.1,1.6%,-20.9%,-0.6%,7.8%,-0.8,2.4%,1.2%
O=C(CCn1cnc2ncccc2c1=O)N1CCN(c2cccc(Cl)c2)CC1,2.8%,-1.8,25.4%,9.7%,1.2%,-3.4%,-3.3,-2.2%,0.0%
Cc1c(C(=O)N2CCCCC2)sc(NC(=O)C2CC2)c1C#N,7.3%,-1.5,1.2%,-11.0%,-2.1%,1.6%,-1.2,-9.6%,1.2%
O=[N+]([O-])c1ccc(S(=O)(=O)NN=C2CCCCC2)cc1,0.4%,-6.9,.,-6.8%,-2.1%,1.0%,-5.6,-2.7%,0.9%
CCCCN1CCNC[C@@H]1Cc1ccc(O)cc1,10.6%[57.1 µM],-0.1,-1.2%,22.0%,-1.5%,-0.5%,-10.2,-0.2%,-0.1%
CC(C)c1nc(SCC(=O)N2CCOCC2)c2c(=O)n(C)c(=O)n(C)c2n1,2.5%,0.4,16.2%,-17.0%,-5.8%,13.4%,-2.1,0.7%,-1.6%
O=C(C1CN(C(=O)c2cc3ccccc3o2)c2ccccc2O1)N1CCCCC1 (stereo not drawn),.,-3.7,.,-8.8%,0.3%,-3.1%,-10.9,1.5%,0.0%
O=C(O)CCC(=O)N1CCC(C(=O)c2cccc(Cl)c2)CC1,13.1%,2.6,0.4%,-4.6%,-3.3%,-5.6%,-6.5,-3.0%,0.4%
COc1ccc(-c2[nH]c(-c3ccc(SC)cc3)nc2SCC(=O)Nc2nccs2)cc1,-11.0%,5.8,-0.4%,-7.6%,-5.7%,5.5%,-1.6,-26.9%,-8.7%
Cc1cc(-c2cc(C(=O)Nc3ccccc3)on2)nc(NCC2CC2)n1,9.0%[57.1 µM],0.2,.,-6.4%,-0.4%,14.7%,-8.7,1.8%,2.6%
CCC(=O)N/C(N)=N/c1nc2ccccc2o1,3.5%[57.1 µM],-1.3,0.2%,5.9%,-4.4%,2.2%,-0.1,-4.1%,0.1%
Cc1ccc(-n2c(-c3ccncc3)n[nH]c2=S)c(C)c1,2.7%,6.9,1.0%,-17.3%,-3.6%,7.7%,-2.8,-5.2%,-1.3%
COc1ccc(OC)c(C2C(C#N)=C(N)N(N(C)C)C3=C2C(=O)CC(C)(C)C3)c1 (stereo not drawn),-4.4%,2.9,-0.1%,-0.5%,-4.9%,0.9%,-3.3,-3.5%,0.8%
COCCNC(=S)N1CCN(c2ccc(Cl)cc2)CC1,-1.6%,1.9,1.2%,-11.8%,-5.3%,2.0%,0.5,5.4%,-0.3%
CC(=O)N1CCN(CC(=O)Nc2ccc(SC(F)F)cc2)CC1,5.1%,-2.7,-0.1%,-0.1%,-0.9%,-2.1%,-10.6,-1.7%,1.7%
CC(C)CCn1c(SC(C)C#N)nc2ccccc2c1=O (stereo not drawn),-6.5%,.,.,.,-2.1%,.,-5.0,.,-1.7%

# Next part, starting with the last 2 of the part before.
SMILES,TrxR1 substrate,PI4K2A inh,RXFP1 agonist,USP1-UAF1 inh,Glioma ERSR ind,IDH1 R132H inh,LDHA block,Vif-APOBEC3F blk,Vif-A3G inh
CC(=O)N1CCN(CC(=O)Nc2ccc(SC(F)F)cc2)CC1,5.1%,-2.7,-0.1%,-0.1%,-0.9%,-2.1%,-10.6,-1.7%,1.7%
CC(C)CCn1c(SC(C)C#N)nc2ccccc2c1=O (stereo not drawn),-6.5%,.,.,.,-2.1%,.,-5.0,.,-1.7%
COc1cc2cc(CN(CCc3cccc(C)c3)C(=S)NCCCN(C)C)c(=O)[nH]c2cc1OC,9.3%,-0.9,2.1%,-14.3%,-4.0%,8.5%,-2.5,1.1%,-0.1%
O=C1c2ccccc2NC(c2c(Cl)cccc2Cl)N1Cc1ccccc1 (stereo not drawn),76.0%,-3.8,-0.5%,-22.6%,-6.5%,5.4%,0.2,2.7%,-0.5%
Cc1ccc(NC(=O)CN(C)S(=O)(=O)c2ccc3c(c2)n(C)c(=O)c(=O)n3C)cc1,1.5%,-0.7,7.8%,-9.3%,-4.3%,-12.5%,-5.9,-4.7%,1.2%
CCOC(=O)c1c(C)[nH]c(C(=O)N2CCCC(C(=O)c3ccccc3OC)C2)c1C (stereo not drawn),3.4%,-1.9,0.5%,-17.7%,6.0%,3.0%,-1.9,8.4%,5.5%
Cn1c(SCC(=O)OCC(=O)c2ccccc2)nnc1-c1cccs1,11.0%,-2.9,2.0%,-9.3%,-3.0%,6.4%,-6.6,-4.9%,-0.6%
COc1ccc(Nc2nnc(-c3ccc(O)cc3)c3ccccc23)cc1C(N)=O,-3.7%,-4.7,3.1%,-15.3%,-0.7%,-0.3%,1.1,-0.1%,-11.8%
Cc1cccc(-c2noc(-c3ccc4c(c3)OCO4)n2)c1,4.5%[57.1 µM],-9.0,0.0%,-15.8%,-8.1%,5.9%,-2.9,-3.6%,3.4%
CCC1=NN(C(=O)c2ccc([N+](=O)[O-])cc2)C(O)(c2ccccc2)C1 (stereo not drawn),-3.2%,-2.5,1.4%,-9.8%,-6.2%,-13.7%,-2.0,-1.0%,0.5%
O=C(C1CCN(C2CCN(Cc3cccc4c3OCO4)CC2)CC1)N1CCOCC1,-1.6%,6.0,0.6%,-8.0%,0.6%,-9.5%,1.8,?,-0.2%
CCc1nc2c(OCC3CCCCC3)cccn2c1N(C)C(=O)c1ccc(C)cc1,.,-2.0,.,.,0.6%,.,5.0,.,-22.4%
COc1ccc([C@@H]2CC=C(C(=O)O)[C@H](c3ccc(Cl)cc3)N2S(=O)(=O)c2ccc(C)cc2)cc1OC,4.5%[57.1 µM],0.1,1.3%,-18.9%,-4.0%,-16.1%,-5.3,7.2%,6.3%
O=C(c1ccco1)N(CCC(c1ccccc1)c1ccco1)Cc1ccco1 (stereo not drawn),-1.7%,-24.4,1.5%,?,-0.7%,-14.2%,-1.5,-3.3%,-16.7%
Cc1cc(NC(=O)COC(=O)C2CC(=O)N(c3ccc(C)c(Cl)c3)C2)no1 (stereo not drawn),-6.1%[57.1 µM],0.9,0.1%,-15.1%,-5.6%,4.7%,-5.9,-4.2%,-2.6%
COc1ccc(CN(CCN)C2CC(C)N(C)CC2C)cc1 (stereo not drawn),12.3%[57.1 µM],-10.0,-2.4%,-16.8%,-3.4%,4.9%,1.5,-5.8%,0.4%
COc1ccc(C(CNC(=O)COc2cc(C)cc(C)c2)N2CCOCC2)cc1 (stereo not drawn),-5.5%,0.8,0.5%,-11.0%,-1.7%,42.7%[activator],-2.9,-5.0%,-0.9%
O=C(N/N=C/c1cn(-c2ccccc2)nc1-c1ccc2c(c1)OCCO2)c1ccncc1,-1.5%,-3.7,0.5%,-18.0%,2.7%,2.1%,-5.9,-4.9%,-0.5%
N#Cc1nc(/C=C/c2ccc(F)cc2)oc1NC1CCCCC1,22.0%,-2.9,17.1%,9.0%,.,.,-0.4&-19.1,.,.
CCOc1ccc(-c2csc(-c3nc(-c4ccc(Br)s4)cs3)n2)cc1,0.7%,2.5,5.2%,?,-3.4%,0.0%,-14.6,-17.0%,5.1%
COc1ccc(Nc2nc(N)c(C(=O)c3ccc(F)cc3)s2)cc1,-3.2%[57.1 µM],-1.8,-1.0%,-24.7%,-2.6%,-7.2%,-5.8&1.7,1.4%,?
O=C(O)c1c(F)c(F)cc2ccccc12,-12.6%,2.8,-1.7%,-16.4%,-5.2%,0.7%,-4.6,2.4%,0.9%
O=C(Nc1ccccc1Br)c1cccc2ccccc12,1.8%[57.1 µM],-4.4,.,?,4.0%,4.4%,-2.4,-22.3%,-1.4%
